Assay outcomes as filed in PubChem.
APJ agonist: agonists of human apelin receptor APJ, primary screen, CHO-K1 cells, PathHunter beta-arrestin, luminescence. activation, % at 20 µM. 0% DMSO wells, 100% apelin. AID 2520, 2010. P35414. actives 0.11% (n = 330,000);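 active = activation more than six SD over the plate average, tested at 20 µM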;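 also: 0% = DMSO alone and 100% = apelin-13 at 10 nM; some results filed as inactive read as strong as hits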
Target sequence (P35414 whole entry, looked up): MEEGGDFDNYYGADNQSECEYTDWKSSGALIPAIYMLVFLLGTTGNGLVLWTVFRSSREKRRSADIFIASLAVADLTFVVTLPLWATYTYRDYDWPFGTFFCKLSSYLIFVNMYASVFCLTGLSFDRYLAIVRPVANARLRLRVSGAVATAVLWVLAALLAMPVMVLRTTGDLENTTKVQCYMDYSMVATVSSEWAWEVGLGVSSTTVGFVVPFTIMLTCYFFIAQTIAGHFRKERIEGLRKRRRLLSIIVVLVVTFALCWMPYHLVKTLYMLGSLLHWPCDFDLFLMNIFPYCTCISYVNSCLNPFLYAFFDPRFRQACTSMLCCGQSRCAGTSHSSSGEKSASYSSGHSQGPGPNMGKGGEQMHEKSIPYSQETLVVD
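Assay system: engineered CHO-K1 APJ arrestin reporter cells; Amount: 1000 CHO-K1 reporter cells seeded per well; Dosing: one dose, 20 µM compound, 1% DMSO; Times: compound stimulation 90 min at 25 °C, detection 60 min; Measured by: luminescent beta-gal fragment complementation, chemiluminescent substrate; Read-out: APJ–arrestin association signal; Controls: DMSO vs Apelin-13 10 nM.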
697 NFkB inh: inhibitors of PMA/ionomycin-induced NF-kB reporter, 697 cells, primary screen, B-cell NF-kB inhibitor project, cell-based, luminescence, uHTS; actives 0.33% (n = 330,000); 697 B-cell NF-kB luciferase reporter, 16 h; inhibition, % at 4 µM; in the data active = inhibition above about 35%
Mdm2 MdmX PPI: inhibitors of human Mdm2-MdmX association, primary screen, cell-based, luminescence, split luciferase, SaOS-2, uHTS. SaOS-2 split-luciferase Mdm2/MdmX complementation. inhibition, % at 8 µM. actives 3% (n = 330,000). AID 485346, 2010;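 active = inhibition of at least 50% at 8 µM in the primary screen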
APJ antag: antagonists of human apelin receptor APJ, primary screen, CHO-K1 cells, beta-arrestin complementation, luminescence; P35414; inhibition, % at 20 µM; actives 0.32% (n = 330,000); AID 2521, 2010;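 active = inhibition above about 40% at 20 µM, limit read from the data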;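 also: cells challenged with 10 nM apelin-13 agonist together with compound; plate controls were apelin-13 plus DMSO wells for no effect and DMSO wells lacking apelin-13 for full effect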
Jurkat NFkB inh: inhibitors of induced NF-kB luciferase reporter, primary screen, TCR NF-kB activation inhibitor project, cell-based, luminescence, uHTS; actives 0.53% (n = 330,000); Jurkat, PMA/ionomycin-induced NF-kB luciferase reporter; AID 435003, 2010; inhibition, % at 4 µM; in the data active = inhibition above about 50%
tim23-1 inh: growth inhibitors of tim23-1 mutant yeast, primary screen, luminescence, uHTS | S. cerevisiae tim23-1 growth, BacTiter-Glo luminescence, 24 h | inhibition, % at 20 µM | actives 1.3% (n = 330,000) | AID 463212, 2010;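 active = growth inhibition of the mutant yeast at or above 50%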;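 also: temperature-sensitive mutant grown at 25 °C; plate controls were DMSO-treated mutant yeast for no effect and medium wells lacking yeast for full effect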
XBP1 UPR activ: activators of adaptive XBP1 UPR arm, primary screen, cell-based, CHO-XBP1 luciferase reporter, luminescence, uHTS | IRE1-XBP1 UPR activation; percent of tunicamycin response, DMSO as zero | activation, % at 20 µM | actives 0.33% (n = 330,000) | AID 463104, 2010;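 active = versus positive control, 20 µM dose yields 30% or more activation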;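 also: 100% = tunicamycin at 10 µg/mL and 0% = DMSO only wells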
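Material: CHO cell line with stable XBP1 luciferase reporter; schedule: 16-18 h cell attachment at 37 °C, then 6 h compound exposure; signal: glow luminescence from Steady-Glo reagent; medium: serum-containing F12 medium, 10% FBS; benchmarks: tunicamycin 10 µg/mL and vehicle-only wells; read-out: percent activation relative to tunicamycin reference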
CHOP UPR activ: activators of apoptotic CHOP UPR arm, primary screen, cell-based, CHO-CHOP luciferase reporter, luminescence, uHTS | UPR activation; percent of tunicamycin response over DMSO baseline | activation, % at 10 µM | actives 0.34% (n = 330,000);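 active = at 10 µM dose, activation of 40% or more, normalized to positive control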;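 also: 100% = tunicamycin at 10 µg/mL and 0% = DMSO alone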
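Assay system: CHO-CHOP cells, stable luciferase reporter of PERK-eIF2a-CHOP signalling / Buffer or medium: F12 plus 10% serum / Compound dosing: one dose, 10 µM in 0.5% DMSO / Times: 6 h compound treatment, 37 °C / Technique: luciferase luminescence / Read-out: % reporter activation, DMSO baseline versus tunicamycin full activation / Benchmarks: tunicamycin and DMSO controls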
* hit, by the source's call; & = joins results of further samples. Rows were taken by chance, and some 5% of all compounds hit somewhere here.

Preview, eleven compounds:
SMILES	APJ agonist	697 NFkB inh	Mdm2 MdmX PPI	APJ antag	Jurkat NFkB inh	tim23-1 inh	XBP1 UPR activ	CHOP UPR activ
CCCC1=[N+](CC(=O)c2ccccc2)CCn2cccc21	-4	7	-28	7	8	3	-2	-1.3
Cc1ccc(S(=O)(=O)NCCC(=O)N2CCCCCC2)cc1	-8	11	14	-2	-18	-2	-1	-0.6
Cc1ccccc1C(=O)N/N=C1/SCC(=O)N1Cc1ccc2c(c1)OCO2	-3	-9	5	-3	13	4	-3	-1.0
COC(=O)c1cc(N=CC2=C(O)CC(C)(C)CC2=O)cc(C(=O)OC)c1	-2	10	17	18	7	17	1	5.3
O=C(O)c1cccc(N2C(=O)c3cccnc3C2=O)c1	0	-8	18	-2	-15	5	-1	-0.9
CCc1nnc(NC(=O)c2cccc(S(=O)(=O)N3CCc4ccccc43)c2)s1	-4	1	-8	12	2	-1	1	-5.2
COc1cccc(NC(=O)C2CCN(S(=O)(=O)c3ccc4c(c3)OCCO4)CC2)c1	-4	17	13	-7	3	4	0	0.8
Cc1ccccc1C(=O)N1CCC(C(N)=O)CC1	3	2	0	16	5	-8	1	-0.5
Cc1ccc2cc(C(c3nnnn3C3CCCC3)N(Cc3ccccc3)Cc3ccco3)c(=O)[nH]c2c1 (stereo not drawn)	-5	8	28	9	7	38	1	0.0
COc1cc(C2C(C(C)=O)=C(O)C(=O)N2CCN2CCOCC2)ccc1O (stereo not drawn)	-4	23	21	0	9	2	-4	0.4
CCOC(=O)NNC(=O)NCCCCCCNC(=O)NNC(=O)OCC	-5	3	8	20	24	10	2	0.1

All compounds of this part, previewed entries included:
SMILES	APJ agonist	697 NFkB inh	Mdm2 MdmX PPI	APJ antag	Jurkat NFkB inh	tim23-1 inh	XBP1 UPR activ	CHOP UPR activ
CCCC1=[N+](CC(=O)c2ccccc2)CCn2cccc21	-4	7	-28	7	8	3	-2	-1.3
Cc1ccc(S(=O)(=O)NCCC(=O)N2CCCCCC2)cc1	-8	11	14	-2	-18	-2	-1	-0.6
Cc1ccccc1C(=O)N/N=C1/SCC(=O)N1Cc1ccc2c(c1)OCO2	-3	-9	5	-3	13	4	-3	-1.0
COC(=O)c1cc(N=CC2=C(O)CC(C)(C)CC2=O)cc(C(=O)OC)c1	-2	10	17	18	7	17	1	5.3
O=C(O)c1cccc(N2C(=O)c3cccnc3C2=O)c1	0	-8	18	-2	-15	5	-1	-0.9
CCc1nnc(NC(=O)c2cccc(S(=O)(=O)N3CCc4ccccc43)c2)s1	-4	1	-8	12	2	-1	1	-5.2
COc1cccc(NC(=O)C2CCN(S(=O)(=O)c3ccc4c(c3)OCCO4)CC2)c1	-4	17	13	-7	3	4	0	0.8
Cc1ccccc1C(=O)N1CCC(C(N)=O)CC1	3	2	0	16	5	-8	1	-0.5
Cc1ccc2cc(C(c3nnnn3C3CCCC3)N(Cc3ccccc3)Cc3ccco3)c(=O)[nH]c2c1 (stereo not drawn)	-5	8	28	9	7	38	1	0.0
COc1cc(C2C(C(C)=O)=C(O)C(=O)N2CCN2CCOCC2)ccc1O (stereo not drawn)	-4	23	21	0	9	2	-4	0.4
CCOC(=O)NNC(=O)NCCCCCCNC(=O)NNC(=O)OCC	-5	3	8	20	24	10	2	0.1
O=C(Cc1cc(=O)[nH][nH]1)N/N=C/c1cccc(Cl)c1Cl	-5&-5	1&-11	-12&12	23&29	-1&2	3&7	2&-2	-0.6&0.0
O=S(=O)(c1ccc2c(c1)OCCO2)N1CCN(S(=O)(=O)c2ccccn2)CC1	-1	-23	-29	0	-2	3	5	-1.0
CC(C)CNc1nc(Oc2ccc(=O)n(-c3ccccc3)n2)nc(N2CCOCC2)n1	-3	5	32	2	8	9	0	-3.7
COc1ccc(-c2cc(C)no2)cc1S(=O)(=O)N1CC(=O)Nc2ccccc21	5	1	-5	-23	-4	-3	-4	1.5
CCOC(=O)C(C)c1nn(C)c(=O)c2ccccc12 (stereo not drawn)	-1	3	29	4	6	2	-3	0.5
C=CC(=O)Nc1ccc(N(C)c2ccnc(Nc3ccc(N4CCN(C)CC4)cc3)n2)cc1	0	-8	93*	11	4	-176	-1	-2.5
C=CCn1c(O)c(N=Nc2nc3ccccc3c(=O)n2-c2ccccc2)c2ccccc21	0	-57	-4	-12	21	4	0	4.6
CCNc1nc(Oc2ccc(F)cc2)cc(C(F)(F)F)n1	-1	0	0	-15	-4	17	9	0.4
CCOC(=O)c1c(/N=C/c2ccc(C)cc2O)sc2c1CCC2	-1	-11	-24	-18	-16	2	-2	2.7
O=[N+]([O-])c1cc(C(F)(F)F)cc([N+](=O)[O-])c1NCCCNc1ccc([N+](=O)[O-])c2cccnc12	4	-3	10	-24	-5	8	-3	2.5
Cc1ccc(S(=O)(=O)N(CC(=O)NCc2ccco2)c2ccccc2C)cc1	-2	10	-7	4	9	27	-1	2.2
CCOc1ccc(NS(=O)(=O)c2ccc3c(c2)CCN3C(=O)CCC(=O)O)cc1	0	-11	3	2	-13	-4	0	-0.2
CCOC(=O)c1ccc(NC(=O)COc2ccc(S(=O)(=O)NC(C)CC)cc2)cc1 (stereo not drawn)	-2	5	10	-14	11	1	-1	-0.7
COc1ccccc1NC(=O)C(C)OC(=O)Cn1cnc2c1c(=O)n(C)c(=O)n2C (stereo not drawn)	13	-5	3	16	-3	-1	0	2.5
CCOC(=O)c1c(NC(=O)CC)sc(C(=O)N2CCCCC2)c1C	-5	3	21	13	-14	0	-2	0.6
CNc1nc(SCc2ccc(C)cc2)nc2c1CCCC2	-6	-10	10	-10	-11	34	1	2.3
CCCCC1=NN(C(=O)c2cccnc2)C(O)(C(F)(F)F)C1 (stereo not drawn)	-1	2	11	6	13	-13	2	-2.2
CCN(CC)S(=O)(=O)c1ccc2[nH]cc(C(=O)NCCc3ccc(OC)c(OC)c3)c(=O)c2c1	0	9	8	-22	10	3	-1	-0.1
CCOc1ccc(/C=C/C(=O)OCC(=O)NCCc2ccc(OCC)c(OCC)c2)cc1OC	0	-4	3	7	9	12	-5	-0.6
CCOc1[nH]n(-c2ccccc2)c(=O)c1C=Nc1ccc(C)cc1	-6	13	7	11	-8	-23	1	-0.3
Cc1c(NC(=O)CN2C(=O)c3ccccc3C2=O)c(=O)n(-c2ccccc2)n1C	-2	-1	1	5	-9	12	-5	-1.3
CCN1CCN(c2ncnc3c2nnn3Cc2ccccc2)CC1	1	-19	18	-7	-11	18	0	-0.6
Cc1ccc(-c2cc(C(=O)Nc3ccc(S(=O)(=O)Nc4nccs4)cc3)c3ccccc3n2)c(C)c1	2	11	-3	0	14	18	-2	1.0
Nc1ccc(Oc2c(Cl)cccc2Cl)nc1	0	26	1	10	-1	-15	0	-1.2
Cc1nnc2ccc(-c3cccc(NC(=O)c4ccc(Br)o4)c3)nn12	7	25	14	-11	2	6	3	1.5
Cc1nn(-c2ccc(Cl)cc2)c(Cl)c1/C=C(\C#N)C(N)=O	3	-65	21	17	27	48	0	5.0
Cc1cccc(Cn2c(=O)c3c(nc4n3CCCN4Cc3ccccc3)n(C)c2=O)c1	-1	-16	10	-14	9	37	-2	2.0
C=CCn1c(SCC(=O)N(CCO)CCO)nc2sc3c(c2c1=O)CCC3	-2	1	12	-6	10	5	-5	-0.6
OCCC1CN(Cc2cccc(O)c2)CCN1CCc1ccccc1 (stereo not drawn)	-3	5	4	0	-7	-9	0	-0.5
Cc1ccc2[nH]c(=O)c(CN(CCc3ccccc3)C(=O)N3CCOCC3)cc2c1	1	-12	-2	5	-4	16	-3	-0.7
COc1ccc(N2CC(C(=O)Nc3nnc(SCC(=O)NCc4ccco4)s3)CC2=O)cc1 (stereo not drawn)	-4	5	12	-24	-7	-4	-1	-0.3
C[C@H](CO)N1C[C@H](C)[C@@H](CN(C)C(=O)Nc2ccc3c(c2)OCO3)Oc2c(NC(=O)Nc3ccc(C(F)(F)F)cc3)cccc2C1=O	3	46*	80*	-6	-3	27	9	11
CCCN(Cc1ccccc1)C(=S)NC(=O)c1ccccc1[N+](=O)[O-]	-4	-23	2	24	3	44	-3	-0.3
CC(=O)Nc1ccc(-c2cc(C(=O)O)c3ccc(C)cc3n2)cc1	2	-23	-20	2	-5	11	-3	1.4
CC(C)CN(C(=O)CSc1ccc2c(c1)OCCO2)c1c(N)n(CC(C)C)c(=O)[nH]c1=O	-5	1	-1	5	-6	6	-1	1.1
CC1=NN(CCc2ccccn2)C(=O)CC1	-5	0	-2	9	-4	-4	-3	0.0
COc1ccc(C)cc1NC(=O)NCc1ccccc1F	-1	14	0	2	-12	11	3	4.6
CC(C)C(=O)NC(CC(=O)O)c1ccccc1 (stereo not drawn)	-2	15	17	8	3	1	1	-0.7
COc1cc2c(cc1OC)-c1cc(Nc3ccccc3)nc(=O)n1CC2	0	5	-5	12	4	8	2	0.0
O=C(NCCCN1CCOCC1)C(=O)N/N=C/c1ccc(F)cc1	-2	12	-25	9	14	-12	0	2.0
Cc1onc(-c2ccccc2Cl)c1C(=O)N1CCC(C)CC1	2	9	-10	0	10	14	4	1.3
CC(=O)NCC(=O)OCC(=O)c1ccc(C)cc1	0	5	10	18	7	1	4	-2.1
Cc1ccc(CN2CCN(Cc3ccc(C)s3)CC2CCO)cc1 (stereo not drawn)	-2	5	10	24	1	9	-2	-1.7
CCCc1ccc(C(C)NC(=S)NC2CCCCC2)cc1 (stereo not drawn)	-2	-9	16	16	27	32	-5	1.5
Cc1cc(OCc2cc(C(=O)N(C)Cc3ccccn3)no2)cc(C)c1Cl	2	-73	-69	7	-56	19	0	5.5
Cc1cc(C)n2nc(C(=O)NC3CCCc4ccccc43)nc2n1 (stereo not drawn)	-3	-7	0	6	3	17	-1	-1.5
N#Cc1c(NC(=S)NC(=O)c2ccccc2)sc2c1CCN(CCc1ccccc1)C2	-6	-9	-6	-9	-8	30	1	1.6
COc1ccc(-c2nnc(C3CCN(S(=O)(=O)c4ccccc4)CC3)o2)cc1	-2	-14	21	7	-11	13	-1	-2.2
CCc1ccc(NC(=O)c2cnn(-c3ccccc3)c2C)cc1	3	-293	-199	-6	-215	13	0	3.0
